# TRPC4 block = blocks the mouse TRPC4 cation channel | Q9QUQ5 | HEK293 TRPC4beta/mu-opioid, DAMGO-evoked Fluo4 calcium flux; hits give low values | B-score at 10 µM | actives 0.39% (n = 300,000) | AID 2247;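 active means B-score over 3 SD under the library average, no early fluorescence shift, positive overall ratio signal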
#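 Assay system: TRPC4beta/mu-opioid receptor HEK293 cell line; compound dosing: single concentration per test compound; detection: Fluo4 Ca2+ flux fluorescence; evaluation: per-well B score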
# TRPC4 act = activators of mouse TRPC4 channel. AID 2237. B-score at 10 µM. Q9QUQ5. HEK293 TRPC4beta/mu-opioid, Fluo4 calcium fluorescence; hits give high values. actives 0.49% (n = 310,000);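 active means B-score above 5 SD of library B-scores, and initial fluorescence ratio not above library mean plus 5 SD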;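 further: positive B-score marks a calcium rise read as TRPC4 activation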
#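 Assay system: HEK293 stable line with TRPC4beta plus mu-opioid receptor. Times: dye 45 min RT, read 110 s. Measured by: kinetic Fluo4 calcium fluorescence. Measure: B score of integrated ratio. Controls: assay buffer as low control, maximal DAMGO as high control.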
# MrgX1 antag = blocks BAM8-22 activation of human MrgX1 receptor; Q96LB2; actives 1.3% (n = 310,000); MRGX1-HEK293 calcium flux, Fluo-4, BAM8-22 antagonism; hits give low values; B-score at 10 µM; AID 588676;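 active means calcium-response B-score plate-corrected more than 3 library SD below zero, starting fluorescence within 5 deviations, no agonist response on first addition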;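 further: peak minus trough fluorescence over baseline after final BAM8-22 challenge near maximal dose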
# Target sequence (Q96LB2 whole entry, looked up): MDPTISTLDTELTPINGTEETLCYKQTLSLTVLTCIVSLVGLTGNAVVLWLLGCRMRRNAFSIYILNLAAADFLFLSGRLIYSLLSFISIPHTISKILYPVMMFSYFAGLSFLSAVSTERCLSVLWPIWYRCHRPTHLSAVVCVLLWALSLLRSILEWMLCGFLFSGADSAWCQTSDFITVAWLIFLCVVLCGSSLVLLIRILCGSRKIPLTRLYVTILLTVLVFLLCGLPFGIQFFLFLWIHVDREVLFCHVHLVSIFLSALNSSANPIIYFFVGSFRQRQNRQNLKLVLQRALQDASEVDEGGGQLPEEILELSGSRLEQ
# TRPC4 potent = allosterically enhances the mouse TRPC4 cation channel. Q9QUQ5. AID 2227. B-score at 10 µM. actives 0.42% (n = 310,000). HEK293 TRPC4beta/mu-opioid, DAMGO EC20, Fluo-4 Ca2+ flux; hits give high values;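 active means B-score of calcium response area above 5 SD of library B-scores, with initial fluorescence ratio within 5 SD of library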;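 further: B-score of integrated fluorescence ratio over time as area under calcium response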
# TRPC6 inh = blocks the mouse TRPC6 cation channel; Q61143; HEK293-TRPC6, membrane potential dye, ACh-evoked depolarization; hits give low values; B-score at 10 µM; actives 1.1% (n = 310,000); AID 2553;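 active means B-score under library mean minus 3 SD, initial fluorescence not abnormally high, positive integrated signal ratio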;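 further: B-score derived from integrated fluorescence ratio over the kinetic read; more negative B-score means stronger inhibition of depolarization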
# TRPC6 activator = activators of mouse TRPC6 channel; HEK293-TRPC6 membrane potential dye fluorescence; hits give high values; B-score at 10 µM; actives 0.13% (n = 310,000); Q61143;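 active means B-score of the integrated fluorescence ratio above library mean plus 3 SD, and starting fluorescence ratio within library mean plus 5 SD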;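 further: higher score means more depolarization so channel activation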
# MrgX1 ag = agonists of human MrgX1 receptor; Q96LB2; MrgX1-HEK293 cells, Fluo-4 calcium fluorescence, agonist mode; hits give high values; B-score at 10 µM; actives 0.44% (n = 310,000); AID 588627;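 active means calcium response B-score plate-corrected fluorescence ratio at least 3 library SD, with starting fluorescence B-score inside 5 SD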
#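 times = overnight plating, then 30 min 37 °C plus 30 min room-temperature dye loading | assay system = stable human MrgX1 HEK293 cell line | input = fifteen thousand cells per well | signal = kinetic calcium dye fluorescence, Fluo-4 NW | dosing = compound delivered in addition one of three | read-out = B-scored fluorescence response ratio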
# PolyA inhibitor = inhibitors of polyadenylation in S. cerevisiae; S. cerevisiae SKY197-pL101 polyadenylation reporter, beta-gal luminescence; efflux-impaired pdr1/pdr3 knockout yeast; score 100 = 6 SD above DMSO; calls only at 12 µM; actives 0.02% (n = 300,000); AID 1875;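 active means lowest replicate activity score at least 50, where 100 means six control SD above control mean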;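 further: yeast exposed to compound for 9 h at 30 °C; higher score means more reporter readthrough which indicates perturbed polyadenylation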
# HIF act = HIF pathway transcriptional activation. U2OS HRE-luciferase reporter, luminescence; normalized: DMSO 0%, desferrioxamine 100%. activation, % at 7.5 µM (by protocol). actives 0.32% (n = 300,000). AID 1910;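 active means mean activation of at least 10% of the iron chelator positive control signal, with at least half of replicates also reaching 10%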
# MrgX1 PAM = allosterically activates human MrgX1 receptor signaling; MrgX1-HEK293, Fluo-4 calcium flux, FDSS; hits give high values; B-score at 10 µM; actives 0.63% (n = 310,000);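 active means plate-corrected calcium response at least 3 library SD above typical, normal starting fluorescence, not activating the receptor alone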;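 further: compound read alongside a low EC10 to EC30 dose of BAM8-22 agonist; peak minus trough fluorescence over baseline measured at the second addition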
# AI-2 QS modul = modulates the Vibrio harveyi AI-2 quorum sensing system. Vibrio harveyi JMH597 AI-2 luminescence/OD600 ratio, 9 h; hits give low values; strain lacks LuxN and CqsS sensors; 0 = neutral-control median. activity change, % at 7.5 µM. actives 0.4% (n = 300,000). AID 2094; in the data active means activity change below about -75%, passing the limit was not always enough;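 further: luminescence divided by OD600 gain over 9 h not by final OD600 alone; inactives centre near 13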
# Starred values were filed as active, the others as inactive; i = inactive; nt = not tested or not shown. Not all compounds are listed, so the mix of outcomes need not match the whole.
SMILES,TRPC4 block,TRPC4 act,MrgX1 antag,TRPC4 potent,TRPC6 inh,TRPC6 activator,MrgX1 ag,PolyA inhibitor,HIF act,MrgX1 PAM,AI-2 QS modul
COCc1cc(C2SCC(=O)Nc3c2c(=O)[nH]n3C(C)C)ccc1OC (centres undefined),i,i,i,i,i,i,i,i,-0.2,i,15
CN1C(=O)C(=Cc2cccnc2)C(=O)N(C)C1=O,i,i,i,i,i,i,i,i,-0.5,i,19
C[C@]12CC[C@H](O)C[C@@H]1CC[C@@H]1[C@@H]2CC[C@]2(C)[C@@H](C(=O)O)C[C@@H]12,i,i,i,i,i,i,i,i,0.4,i,21
CCOC(=O)COc1ccc2c(c1)c(C(C)=O)c(C)n2Cc1ccccc1,i,i,i,i,i,i,i,i,0.3,i,17
CC(ON1CC1(C(F)(F)F)C(F)(F)F)(C(N)=O)C(N)=O (centres undefined),i,i,i,i,i,i,i,i,0.0,i,-2
CCCc1cc(=O)oc2cc(OCC(=O)N3CCC(C(=O)O)(c4ccccc4)CC3)ccc12,i,i,i,i,i,i,i,i,0.1,i,21
O=C1NC(=O)C(CCc2ccccn2)(Cc2cccc(Cl)c2Cl)C(=O)N1c1ccc(Br)cc1 (centres undefined),i,i,i,i,i,i,i,i,0.1,i,57
CCC(=O)OC1(c2ccccc2)CCN(C)CC1C (centres undefined),i,i,i,i,i,i,i,i,-0.2,i,2
COC(=O)C1=C(c2cc3ccccc3s2)C[C@@H]2CC[C@H]1N2C(=O)NCCNC(C)=O,i,i,i,i,i,i,i,i,-1.7,i,34
O=C(Cc1ccccc1)N1CCN(C2CCCC2)CC1,i,i,i,i,i,i,i,i,-1.4,i,19
C=C1C(=O)O[C@H]2[C@H]1[C@H](OC(=O)CC(=O)O[C@@H]1C[C@@H](C)[C@@H]3C=CC(=O)[C@@]3(C)[C@H]3OC(=O)C(=C)[C@H]13)C[C@@H](C)[C@H]1C=CC(=O)[C@]12C,nt,i,i,i,i,i,i,i,1.4,i,14
CC(=O)c1ccc(NC(=O)N2C[C@H]3C[C@@H](C2)c2cccc(=O)n2C3)cc1,i,i,i,i,i,i,i,i,0.4,i,17
COc1cccc(OCC(=O)N2CCN(C)CC2)c1,i,i,i,i,i,i,i,i,-0.1,i,34
CCOCCCNC(=O)C1c2cc(OC)c(OC)cc2C(=O)N2CCCCC12 (centres undefined),i,i,i,i,i,i,i,i,0.4,i,2
CCC(=NCc1ccco1)c1c(O)n(C2CCCCC2)c(=O)[nH]c1=O,i,i,i,i,i,i,i,i,-0.3,i,34
CC1=CC(=C2C(=O)NC(=S)NC2=O)C=C(C(F)(F)F)N1C,i,i,i,i,i,i,i,i,0.1,i,12
C=C1C2[C@H](OC(C)=O)[C@@H]3CC(=O)[C@]4(C)OC[C@@]3(C)[C@@]4(O)[C@@H](OC(C)=O)[C@H](OC(C)=O)[C@@]2(COC(=O)c2ccccc2)[C@@H](OC(C)=O)C[C@@H]1O (some centres undefined),i,i,-5.4*,i,i,i,i,i,-0.4,i,2
Cc1cc(OC(=O)N(C)C)nc(SCc2c(Cl)cccc2Cl)n1,i,i,i,11*,i,i,i,i,-0.6,i,23
CN1C(=O)C(=Cc2ccc(N3CCOCC3)o2)C(=O)N(C)C1=S,i,i,i,i,i,i,i,i,0.2,i,11
C1=NCCc2c1[nH]c1ccccc21,i,i,i,i,i,i,i,i,1.0,i,13

# Record cards, from the list above. Values in the order: TRPC4 block	TRPC4 act	MrgX1 antag	TRPC4 potent	TRPC6 inh	TRPC6 activator	MrgX1 ag	PolyA inhibitor	HIF act	MrgX1 PAM	AI-2 QS modul
# O=C(Cc1ccccc1)N1CCN(C2CCCC2)CC1 as listed: i	i	i	i	i	i	i	i	-1.4	i	19
# COCc1cc(C2SCC(=O)Nc3c2c(=O)[nH]n3C(C)C)ccc1OC (centres undefined) as listed: i	i	i	i	i	i	i	i	-0.2	i	15

# Going on with the list:
SMILES,TRPC4 block,TRPC4 act,MrgX1 antag,TRPC4 potent,TRPC6 inh,TRPC6 activator,MrgX1 ag,PolyA inhibitor,HIF act,MrgX1 PAM,AI-2 QS modul
O=C1NC(=O)N(CCC2=CCCCC2)C(=O)/C1=C\c1cccs1,i,i,i,i,i,i,i,i,-0.6,i,35
Cc1cccc(-n2c(O)c(/C=N/NC(=O)c3ccncc3)c(=O)[nH]c2=O)c1,i,i,i,i,i,i,i,i,0.2,i,9
CN1CCN(C(=O)COc2ccc(N(C)S(=O)(=O)c3ccc(F)cc3)cc2)CC1,i,i,i,i,i,i,i,i,-0.1,i,22
CCOC(=O)C1=C(N)Oc2cc(C)oc(=O)c2C12C(=O)N1c3c(cc(OC)cc32)C(C)=CC1(C)C (centres undefined),i,i,i,i,i,i,i,i,-0.7,i,-2
COc1ccc(CCNCc2ccc(C)s2)cc1OC,i,i,i,i,i,i,i,i,-0.3,i,4
CCOC(=O)c1c(C)[nH]c(C(=O)C(Cc2ccccc2)N(C)C)c1C (centres undefined),i,i,i,i,i,i,i,i,1.4,i,8
O=C(c1ccc2c(c1)OCO2)C1CCCN(Cc2ccc(F)c(F)c2)C1 (centres undefined),i,i,i,i,i,i,i,i,-0.8,i,-4
CCCCn1c(=O)c(C(=O)Nc2ccccc2Cl)c(O)c2ccccc21,i,i,i,i,i,i,i,i,1.3,i,10
Cn1cc(/C=C2\C(=O)NC(=O)N(c3ccccc3)C2=O)c2ccccc21,i,i,i,i,i,i,i,i,0.2,i,-5
COc1ccc(C2=NCc3nnc(C)n3-c3ccc(Cl)cc32)cc1Cl,i,i,i,i,i,i,i,i,0.5,i,5
O=c1c2ccccc2nc(/C=C\c2ccccc2[N+](=O)[O-])n1-c1ccccc1O,i,i,i,i,i,i,i,i,0.3,i,9
CC1N(O)C2CCCCCC2N1O (centres undefined),i,i,i,i,i,i,i,i,-0.1,i,28
CCN(CCNc1ccc([N+](=O)[O-])c2cccnc12)S(=O)(=O)c1ccc(Cl)cc1,i,i,i,i,i,i,i,i,-0.5,i,26
CC(=NCCCn1ccnc1)c1c(O)n(C2CCCCC2)c(=O)[nH]c1=O,i,i,i,i,i,i,i,i,0.1,i,6
O=P1(Oc2ccccc2)OCCCS1 (centres undefined),i,i,i,i,i,i,i,i,-0.2,i,15
C=CCn1c(O)c(/C(C)=N/N2CCN(C)CC2)c(=O)[nH]c1=O,i,i,i,i,i,i,i,i,1.0,i,14
COc1ccc(CN2CCN(C(=O)Cc3ccccc3)CC2)cc1Br,i,i,i,i,i,i,i,i,-1.5,i,30
CC(=O)OC1N=C(c2ccccc2Cl)c2cc(Br)ccc2NC1=O (centres undefined),i,i,i,i,i,i,i,i,0.0,i,20
COc1ccc(OC)c(N=Cc2c(O)n(Cc3ccccc3)c(=S)[nH]c2=O)c1,i,i,i,i,i,i,i,i,0.2,i,17
O=C(NCc1cccnc1)NC1CCCCC1,i,i,i,i,i,i,i,i,0.2,i,19
CCP(=S)(CC)c1ccc(N(C)C)cc1,i,i,i,i,i,i,i,i,0.1,i,24
COc1ccccc1CNC(=O)CCC(=O)N1C[C@H]2C[C@@H](C1)c1cccc(=O)n1C2,i,i,i,i,i,i,i,i,0.1,i,20
S=P(NC1CCCCC1)(N1CC1)N1CC1,i,i,i,i,i,i,i,i,-0.7,i,4
CN1CCN(S(=O)(=O)c2ccc(Cl)nc2)CC1,i,i,i,i,i,i,i,nt,0.4,i,19
CCC(=O)N1N=C(c2c(O)n(CCc3ccccc3)c(=O)[nH]c2=O)CC1c1ccc(OC)c(OC)c1 (centres undefined),i,i,i,i,i,i,i,i,-0.1,i,31
CCCCC1C(=O)NC(=S)NC1=O,i,i,i,i,i,i,i,i,-8.4,i,8
O=C(NCC(c1cccnc1)N1CCN(c2ccccc2F)CC1)Oc1ccccc1 (centres undefined),i,i,i,i,i,i,i,i,0.0,i,38
Cn1cccc1/C=C1\C(=O)NC(=O)N(Cc2ccco2)C1=O,i,i,nt,i,i,i,nt,i,0.4,nt,14
O=C1C2CCCN2C(c2cccs2)N1c1ccccn1 (centres undefined),i,i,i,i,i,i,i,i,-0.3,i,4
CCc1ccc(-c2nn(Cc3ccccc3)cc2C=O)cc1,i,i,i,i,i,i,i,i,1.9,i,7
C[C@]12CCC3C(CCC4=C/C(=N/OCC(=O)NC(CCC(N)=O)C(=O)O)CC[C@@]43C)C1CCC2O (some centres undefined),i,i,i,i,i,i,i,i,0.7,i,18
COc1cc(OC)cc(C(=O)Nc2ccc(Br)cc2C(=O)c2ccccc2)c1,i,i,i,i,i,i,i,i,0.2,i,31
CC(C)(C)C(=O)Nc1ccc(S(=O)(=O)N2CC3CC(C2)c2cccc(=O)n2C3)cc1 (centres undefined),i,i,i,i,i,i,i,i,-0.2,i,13
NC(=S)N/N=C/c1coc2ccccc2c1=O,i,i,i,i,i,i,i,i,0.2,i,15
CCc1ccc(OCCCN=C(C)c2c(O)n(C)c(=O)n(C)c2=O)cc1,i,i,i,16*,i,i,i,i,-0.6,i,4
CN1C(=O)C(=Cc2ccc(N(C)C)c([N+](=O)[O-])c2)C(=O)N(C)C1=O,i,i,i,i,i,i,i,i,0.1,i,15
COc1ccc(C2=NS(=O)(=O)N(C)C(C(=O)N3CCC4(CC3)OCCO4)=C2)cc1OC,i,i,i,i,i,i,i,i,-0.3,i,19
Cc1cccc(N2C(=O)/C(=C/N3CCN(C(=O)c4ccco4)CC3)C(=O)NC2=S)c1,i,i,i,i,i,i,i,i,0.1,i,3
O=C(Nc1ccc(C(F)(F)F)cc1)OC1CN2CCC1CC2 (centres undefined),i,i,i,i,i,i,i,i,0.3,i,15
O=C(NC1CC1)C1CSC(c2cccnc2)=N1 (centres undefined),i,i,i,i,i,i,i,i,-0.3,i,31
C/C=C(\C)C(=O)N[C@@H](c1ccccc1)[C@@H](O)C(=O)O[C@H]1C[C@@]2(O)[C@@H](OC(=O)c3ccccc3)C3[C@](C)(C(=O)[C@H](OC(C)=O)C(=C1C)C2(C)C)[C@@H](O)C[C@H]1OC[C@@]31OC(C)=O (some centres undefined),i,i,i,i,i,i,i,i,-0.4,i,-6

# Source: PubChem BioAssay
